Salmonella PhoP GFP: inhibitors of PhoP regulon expression, primary screen, Salmonella Typhimurium, GFP reporter (AID 1863) | hit rate 0.16% among 300,000 | S. Typhimurium PhoP-regulated promoter GFP reporter, 4 h; higher % means a stronger effect | one-dose inhibition, % at 50 µM; IC50 in µM for titrated hits;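 active = inhibition over 29.93%, a cutoff 3 SD above the screen mean, later confirmed by dose response; inconclusive = inhibition over 29.93% but no dose response follow-up; inactive = inhibition at most 29.93% or unconfirmed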;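 note: 0% = low Mg2+ inducing control and 100% = high Mg2+ repressing control; strong numbers were not always called active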
Large T inhibition: TAg ATPase/helicase activity blockers – biochemical (AID 1903) | SV40 large T antigen ATPase/helicase inhibition assay; higher % means a stronger effect | inhibition, % at 20 µM, or IC50 in µM where a hit was titrated | hit rate 0.39% among 310,000; in the data active = a potency from the dose series; inconclusive = inhibition mostly from about 32% at the one dose, without a potency; inactive = the rest, 99 in 100 with inhibition below about 32%; note: strong numbers were not always called active
RSV CPE inhibition: RSV antiviral activity via CPE protection, HEp-2 cells, primary 10 µM value included (AID 2391); HEp-2 cells, RSV-induced CPE inhibition; higher % means a stronger effect; CPE inhibition, % at 10 µM; hits with a dose series show IC50 in µM; hit rate 0.13% among 310,000; in the data active = a potency from the dose series; inconclusive = CPE inhibition mostly from about 23% at the one dose, without a potency; inactive = the rest, 99 in 100 with CPE inhibition below about 21%; note: strong numbers were not always called active
Active calls of the source: *; ? = inconclusive. This is a subset; count on the stated rates, not on these rows.

Structure,Large T inhibition,Salmonella PhoP GFP,RSV CPE inhibition
O=S(=O)(NCC1(N2CCOCC2)CCCCC1)c1ccccc1Cl,1%,7%,-0.2%
CCCCn1c(N)c(N(CC(C)C)C(=O)C2CSC3(C)CCC(=O)N23)c(=O)[nH]c1=O (centres undefined),23%,-3%,-1.8%
CCCCOc1ccc(C(=O)NCC(=O)N2CC=C(c3ccccc3)CC2)cc1,16%,-6%,0.7%
CS(=O)(=O)c1ccc(NC(=O)CCN2C(=O)C3CCCCC3C2=O)cc1 (centres undefined),50%,-6%,2.0%
COc1ccc(CN(C)C(=O)CCN(c2ccccc2)S(=O)(=O)c2ccc(C)cc2)c(OC)c1,11%,2%,12%
CC(C)(C)c1ccc(OCCCC(=O)NNC(=O)c2ccccc2O)cc1,-1%,-1%,1.5%
O=C(c1ccc(S(=O)(=O)Nc2ccccc2F)cc1)N1CCN(c2ccccc2O)CC1,8%,6%,0.9%
CN(C1CCCCC1)S(=O)(=O)c1cccc(C(=O)Nc2ccccn2)c1,-2%,7%,17%
CCN1C(=O)[C@@H]2[C@@H](c3ccc(-c4ccc5c(c4)OCO5)c(OC)c3)N3CCCC[C@@]3(C(=O)OC)[C@@H]2C1=O,15%,3%,0.9%
CC(C)(Oc1ccc(Cl)cc1)C(=O)NCC(c1ccco1)N1CCCCC1 (centres undefined),5%,-5%,-0.2%
CNc1ncnc2c1ncn2[C@@H]1O[C@H](CO)[C@@H](O)[C@H]1O,-2%,-1%,0.0%
O=C(CCC(=O)c1cccs1)NCc1cccc(Cl)c1,7%,9%,-1.0%
O=C(Nc1cc2c3c(c1)CC(=O)N3CCC2)c1ccccc1C(F)(F)F,20%,2%,-1.9%
N#CC1(NC(=O)COC(=O)c2cc([N+](=O)[O-])ccc2N2CCOCC2)CCCCC1,8%,-5%,0.4%
COc1ccc(NC(=O)CSCC(=O)NCc2ccco2)cc1,16%,-6%,-1.2%
Cc1ccc(S(=O)(=O)N(C)C)cc1NC(=O)COC(=O)/C=C/c1ccc(F)cc1,12%,-9%,-1.3%
Cc1ccccc1CNC(=O)C(=O)NCC1CCCN1S(=O)(=O)c1ccccc1 (centres undefined),-1%,-7%,0.7%
CC(=O)c1c(C)[nH]c(C(=O)N2CCN(S(=O)(=O)c3ccc(F)c(F)c3)CC2)c1C,18%,-7%,-0.7%
O=C1CN(C(=O)COc2c(Cl)cccc2Cl)c2ccccc2N1,4%,-1%,0.5%
CCCCn1c(N)c(N(CCOC)C(=O)CN(C)S(=O)(=O)c2ccc(F)cc2)c(=O)[nH]c1=O,10%,6%,-0.1%
O=C(c1cc(=O)[nH]c2ccccc12)N1CC=C(c2ccccc2)CC1,11%,-1%,-1.4%
O=C(COC(=O)/C=C/c1cccc(F)c1)Nc1ccc2[nH]c(=O)[nH]c2c1,20%,-2%,1.1%
COCCn1ccc2c(OCC(=O)Nc3cc(OC)ccc3OC)cccc2c1=O,5%,-1%,3.4%
Cc1ccc(S(=O)(=O)CCC(=O)OCC(=O)N(C)CC(=O)Nc2ccc(F)cc2)cc1,13%,-5%,-1.7%
O=C(NCCCn1ccnc1)c1ccc(COc2ccccc2)o1,10%,9%,-0.1%
CC12CCC(=O)N1C(C(=O)N1CCN(S(=O)(=O)c3cccc(Cl)c3)CC1)CS2 (centres undefined),10%,-9%,0.3%
Cc1cccc(C)c1NC(=O)CN(C)C(=O)c1ccccc1Cc1ccccc1,18%,-5%,0.3%
CN(C(=O)C1CC1)C1CCS(=O)(=O)C1 (centres undefined),7%,0%,-1.3%
COc1ccc(C2=NOC(Cn3nc(C(=O)NCc4ccco4)cc3-c3ccccc3)C2)cc1 (centres undefined),8%,0%,5.5%
Cc1ccc(C(=O)NC(C)c2ccc(-n3ccnc3)cc2)cc1S(=O)(=O)N1CCOCC1 (centres undefined),3%,-6%,-0.2%
CC(=O)c1ccc(NC(=O)C(C)OC(=O)c2cccc(-n3cnnn3)c2)cc1 (centres undefined),20%,-7%,2.3%
CCOc1ccc(C(=O)NCC(=O)N2CCCCCCC2)cc1OCC,7%,-6%,-1.6%
Cc1ccc(NC(=O)COC(=O)C2CCC2)cc1S(=O)(=O)N1CCCCC1,9%,-4%,-1.5%
CCCSc1ccc([C@H]2N[C@@](Cc3ccccc3)(C(=O)OC)[C@H]3C(=O)N(CC)C(=O)[C@@H]23)cc1,8%,3%,1.1%
CN1C(=O)CC(c2ccccc2)C1=O (centres undefined),7%,0%,0.7%
Cc1ccc(S(=O)(=O)N(C)CC(=O)Nc2ccc(C)cn2)cc1,12%,-7%,-1.1%
CN1CC[C@]23c4ccccc4N[C@H]1[C@]21CCN(C)[C@H]3Nc2ccccc21,22%,-1%,-1.2%
COc1cccc(NC(=O)CN(C)C(=O)Cn2c(=O)oc3ccccc32)c1,3%,0%,0.4%
CCc1ccc([C@@H]2CC=C(C(=O)O)[C@H](c3ccc(F)cc3)N2S(=O)(=O)c2ccc(C)cc2)cc1,18%,-3%,11%
COc1cc(OC)cc(-c2nnc(NC(=O)CCS(=O)(=O)c3ccccc3)o2)c1,6%,1%,0.9%
O=C(NCC(=O)N1CCCC(C(F)(F)F)C1)c1ccccc1Br (centres undefined),11%,-1%,1.4%
CCCCCN(C(=O)CCC(=O)OCc1cc(C)ccc1C)c1c(N)n(CCCC)c(=O)[nH]c1=O,17%,-6%,-2.5%
Oc1ccc(-c2nc(-c3ccc(F)cc3)c(-c3ccncc3)[nH]2)cc1,4.9µM*,3%,5.4%
Cc1ccccc1C(=O)NCC(=O)OC(C)C(=O)NCc1ccco1 (centres undefined),17%,-1%,-0.5%
O=C1CCc2cc(S(=O)(=O)Nc3ccccc3F)cc3c2N1CCC3,1%,3%,-0.3%
O=C1C(=O)c2ccccc2C(O)=C1C1CCC(c2ccc(Cl)cc2)CC1 (centres undefined),8%,-9%,9.2%
Cc1cc(C)c(S(=O)(=O)N2CCCCC2CCNC(=O)C(=O)NCc2ccco2)c(C)c1 (centres undefined),12%,-5%,9.8%
CC1CC1C(=O)OCC(=O)NNC(=O)COc1ccc(Br)cc1 (centres undefined),10%,8%,0.6%

Record cards, as listed above.
COc1ccc(NC(=O)CSCC(=O)NCc2ccco2)cc1 as listed: Large T inhibition: 16%; Salmonella PhoP GFP: -6%; RSV CPE inhibition: -1.2%
COc1cc(OC)cc(-c2nnc(NC(=O)CCS(=O)(=O)c3ccccc3)o2)c1 as listed: Large T inhibition: 6%; Salmonella PhoP GFP: 1%; RSV CPE inhibition: 0.9%

Further results
Structure,Large T inhibition,Salmonella PhoP GFP,RSV CPE inhibition
COCCNc1nnc(SCC(=O)NNC(=O)c2ccc([N+](=O)[O-])cc2)s1,28%,-3%,-0.6%
Cc1n[nH]c(=O)c2c(NC(=O)CSc3ccccc3Cl)oc(C)c12,7%,-12%,-2.7%
O=C(NCC(c1ccco1)N1CCCCC1)c1ccc(S(=O)(=O)Nc2ccccc2)cc1 (centres undefined),11%,-5%,-0.4%
CCCc1cc(=O)[nH]c(SCC(=O)Nc2oc(C)c3c(C)n[nH]c(=O)c23)n1,9%,-3%,0.7%
COc1ccc(Cl)cc1NC(=O)CSc1nnc(Cc2ccc(C)cc2)c(=O)[nH]1,8%,-6%,11%
COCCN(C(=O)COC(=O)CCc1ccc(OC)cc1)c1c(N)n(Cc2ccccc2)c(=O)[nH]c1=O,5%,1%,-2.1%
CC1CCC(NC(=O)c2cc(S(=O)(=O)N(C)C)ccc2N2CCCC2)CC1 (centres undefined),13%,2%,-2.1%
Cc1cccc(NC(=O)CSCC(=O)N(C)CCOc2ccc(Cl)cc2)c1,7%,-7%,-0.9%
Cc1ccc(S(=O)(=O)N2CCCCC2)cc1C(=O)N(C)CC(=O)Nc1cccc(F)c1,7%,6%,1.0%
COc1cccc(C(=O)NCCS(=O)(=O)NCc2ccc(Cl)cc2)c1,5%,-7%,-0.7%
O=C(CSc1ccccc1)NCC1(N2CCOCC2)CCCCC1,6%,10%,1.1%
CN(Cc1ccc(F)cc1)C(=O)c1ccc(NC(=O)CC2SC(N3CCCC3)=NC2=O)cc1 (centres undefined),1%,-7%,0.3%
CC(C)C(=O)Nc1ccc(S(=O)(=O)N2CCC(c3nc4ccccc4[nH]3)CC2)cc1,14%,1%,?
COc1ccccc1C(=O)NC(=O)COC(=O)Cc1ccccc1[N+](=O)[O-],14%,8%,0.6%
CCN(c1ccc(NC(=O)c2ccc(N3CCCC3=O)cc2)cc1)C(C)C,24%,-5%,13%
COc1ccc(Cc2nnc(SC(C)C(=O)Nc3ccc(C(N)=O)cc3)o2)cc1 (centres undefined),9%,7%,1.9%
COC(=O)c1ccc(C(=O)OC)c(NC(=O)COC(=O)CCOc2ccc(C)cc2)c1,4%,4%,-1.3%
CCOC(=O)c1ccc(NC(=O)COc2coc(CN3CCc4ccccc43)cc2=O)cc1,16%,2%,2.8%
CC(C)(C)C(=O)OCOC(=O)[C@@H]1N2C(=O)[C@@H](N=CN3CCCCCC3)[C@H]2SC1(C)C,7%,4%,-0.6%
O=C(O)C1=CC(=C(c2ccc(O)c(C(=O)O)c2)c2ccc(O)c(C(=O)O)c2)C=CC1=O,1.9µM*,-1%,?
COc1ccc([C@@H]2CC=C(C(=O)O)CN2S(=O)(=O)c2ccc(C)cc2)cc1OC,3%,-10%,0.1%
CC(C)(C)c1ccccc1NC(=O)CN1C(=O)NC(Cc2ccccc2)C1=O (centres undefined),12%,8%,-0.9%
COc1ccc(C(=O)Nc2nc(CC(=O)NCCc3cccc(OC)c3)cs2)cc1,13%,-6%,?
N#C/C(=C\c1ccc(O)c(O)c1)C(=O)NCCc1ccccc1,7.1µM*,-8%,1.0%
CCOC(=O)c1c(NC(=O)CSc2nc3ccccc3[nH]2)sc2c1CC(C)(C)NC2(C)C,10%,3%,-0.9%
CCOc1ccc(OCCOC(=O)CN(C)S(=O)(=O)c2ccc(NC(C)=O)cc2)cc1,26%,-2%,-0.2%
COc1ccc(OC)c(N(CC(=O)N2CCN(Cc3ccccc3)CC2)S(C)(=O)=O)c1,19%,13%,1.9%
O=C(COc1ccccc1)Nc1ccccc1C(=O)NC1CC1,-4%,-4%,0.1%
CCCCn1c(SCC(=O)NC2CCS(=O)(=O)C2)nnc1-c1ccc(OC)cc1 (centres undefined),6%,-2%,-0.3%
COc1ccccc1CCC(=O)OCC(=O)Nc1cc(S(=O)(=O)N2CCOCC2)ccc1C,9%,1%,1.6%
COc1ccc(CN(C)C(=O)c2ccc(NC(=O)CC3SC(N4CCCC4)=NC3=O)cc2)c(OC)c1OC (centres undefined),8%,1%,-1.3%
Cc1cc(C)c(S(=O)(=O)N2CCCCC2CCNC(=O)C(=O)NCCN2CCOCC2)c(C)c1 (centres undefined),20%,1%,-1.3%
CCCCn1c(N)c(N(Cc2ccccc2OC)C(=O)COc2cc(C)ccc2Cl)c(=O)[nH]c1=O,21%,3%,-0.6%
CN(CC(=O)Nc1ccccc1C(F)(F)F)C(=O)Cc1ccc(S(=O)(=O)N2CCOCC2)s1,12%,6%,-1.7%
CC(C)[C@H](N)c1cn([C@@H](CC(N)=O)C(=O)N2CCNCC2)nn1,20%,-4%,1.2%
O=C(CSc1nnc2ccc(-c3cccnc3)nn12)Nc1ccccc1F,9%,-1%,-0.2%
COc1cccc(NC(=O)C(=O)NCCC2CCCCN2S(=O)(=O)c2cccs2)c1 (centres undefined),9%,-4%,22%
Cc1ccc(OCCC(=O)OCC(=O)Nc2ccc3c(c2)OCO3)cc1,13%,-7%,-0.5%
O=C(CSC(=S)N1CCCC1)Nc1ncc(Cl)cc1Cl,12%,-6%,0.8%
CCOC(=O)C1CCCN(S(=O)(=O)CCNC(=O)c2ccc(F)cc2)C1 (centres undefined),11%,-4%,0.1%
N#CC1(NC(=O)CSc2nnc(COc3ccccc3F)n2N)CCCCC1,11%,-7%,-1.6%
O=C(NNC(=O)c1ccc(-n2cncn2)c([N+](=O)[O-])c1)c1ccc(Cl)cc1,5%,-4%,-0.5%
COc1ccc(NC(=O)CN(C)C(=O)c2ccc(OCc3ccccc3)c(OC)c2)cc1,20%,-4%,1.2%
Cc1cccc(C)c1NC(=O)CNC(=O)c1ccccc1OCc1ccccc1,6%,-2%,-0.3%
O=C(COC(=O)C1CCN(c2ccc(C(F)(F)F)cn2)CC1)NCc1ccc(Cl)cc1Cl,13%,-7%,-1.2%
Cc1c(C)n2c(SCC(=O)N3CCC(C)CC3)nnc2[nH]c1=O,2%,4%,-1.9%
COc1ccc(NC(=O)CN(C)C(=O)CNC(=O)c2ccc3c(c2)OCO3)cc1,16%,-7%,-2.1%
CCCCn1c(N)c(N(CC(C)C)C(=O)C2=NN(c3cc(C)ccc3C)C(=O)CC2)c(=O)[nH]c1=O,17%,-5%,-0.5%

Bioassay records as filed in PubChem BioAssay.
